PTAP-TSG101 blk – inhibitors of HIV-1 PTAP binding to human TSG101, validation | Q99816 | Fluorescence polarization, FITC-PTAP peptide/Tsg101, 20 min | Potency, µM (top dose mostly 115 µM), for inactives: top-dose activity change, negative = inhibition, actives largely listed as inhibitors | 44,000 tested, under 10 active; note: potency is the fitted concentration of half-maximal effect; 0% is about no effect
Target sequence (Q99816 whole entry, looked up): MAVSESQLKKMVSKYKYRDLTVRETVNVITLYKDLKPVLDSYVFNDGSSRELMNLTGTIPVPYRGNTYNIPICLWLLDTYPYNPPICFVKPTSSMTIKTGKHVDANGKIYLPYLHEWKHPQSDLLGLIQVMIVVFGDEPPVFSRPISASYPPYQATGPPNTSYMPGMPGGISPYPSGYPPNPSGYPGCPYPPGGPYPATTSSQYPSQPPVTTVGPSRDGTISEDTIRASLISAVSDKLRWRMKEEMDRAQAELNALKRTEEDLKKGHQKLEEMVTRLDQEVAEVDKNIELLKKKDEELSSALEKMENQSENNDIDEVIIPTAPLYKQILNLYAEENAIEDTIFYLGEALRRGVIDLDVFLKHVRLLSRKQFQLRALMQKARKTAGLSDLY
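FITC-labeled PTAP peptide (50 nM final) binding to Tsg101 binding domain (10 uM final) read by fluorescence polarization after 20 min at r.t. in HEPES pH 7.5 buffer. Actives by CRC class, <25 µM.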
B2AR arrestin ag – beta-arrestin recruitment by human beta2-adrenergic receptor ligands; P07550; HTLA Tango cells, beta-arrestin recruitment, luciferase luminescence, 18 h; Potency, µM (series often up to 46.1 µM), for the others: top-dose activation, usual class: activators; 44,000 tested, under 10 active;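 note: potency is the fitted concentration of half-maximal effect; 0% = DMSO and full agonism = EC100 isoproterenol or metaproterenol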
Target sequence (P07550 whole entry, looked up): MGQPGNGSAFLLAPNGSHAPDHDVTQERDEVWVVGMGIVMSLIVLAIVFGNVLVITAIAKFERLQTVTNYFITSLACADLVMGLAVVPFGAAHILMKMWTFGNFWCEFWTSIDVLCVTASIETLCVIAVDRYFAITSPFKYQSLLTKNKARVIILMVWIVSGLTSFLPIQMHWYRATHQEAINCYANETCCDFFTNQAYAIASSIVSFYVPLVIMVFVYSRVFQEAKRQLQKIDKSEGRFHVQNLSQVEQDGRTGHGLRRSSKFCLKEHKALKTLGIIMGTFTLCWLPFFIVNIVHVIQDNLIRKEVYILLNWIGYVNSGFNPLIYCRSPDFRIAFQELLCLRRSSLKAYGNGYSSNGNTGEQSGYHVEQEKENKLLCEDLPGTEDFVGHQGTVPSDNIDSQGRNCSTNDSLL
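Tango cells (recombinant beta2-AR, beta-arrestin, tTA-driven luciferase), 1500/well in DMEM 1% FBS, treated 18 h at 37 °C with compounds up to 46 µM; luciferin mix added, luminescence read after 15 min; %activity curves fitted and curve-classed.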
GALK inhibitor – inhibitors of human galactokinase (GALK); recombinant GALK, Kinase-Glo ATP luminescence, 1 h; Potency, µM (series often up to 57.5 µM), for the others: at the highest dose activity, negative = inhibition, actives largely listed as inhibitors; 44,000 tested, under 10 active; P51570;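 note: plate controls were full GALK reaction for no effect and reaction lacking GALK for full effect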
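5 nM GALK with 35 µM ATP and 100 µM galactose in HEPES pH 8.0, MgCl2, NaCl, DTT, BSA; 1 h RT reaction, remaining ATP detected by Kinase-Glo Plus luminescence after 10 min; qHTS concentration series.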
FH mod – Identification of activators of human fumarate hydratase by quantitative high-throughput screening | Fumarate hydratase, mitochondrial (Homo sapiens), P07954 | FH coupled MDH/diaphorase resazurin fluorescence, 15 min | Potency, µM (top dose mostly 79.9 µM), for the others: at the top dose activity change, negative = inhibition, usual class: inhibitors | 54,000 tested, 0.22% active; note: potency is the fitted concentration of half-maximal effect; % is set by controls: 0 for no effect and ±100 for the full control effect; the screen sought activators but most active calls are inhibition curves; nearly all actives have a fitted effect of over 45% in size
NTMT1 inhibitor – blocks human N-terminal methyltransferase 1 activity. Potency, µM (top dose mostly 114 µM), without a hit: top-dose activity change, negative = inhibition, hits mostly inhibitors. 59,000 tested, 2.5% active. AID 1645870. NTMT1 MTase-Glo SAH luminescence, purified enzyme. Q9BV86;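 note: potency is the fitted concentration of half-maximal effect; plate controls were DMSO vehicle for no effect and no enzyme for full effect; nearly all actives have a fitted effect of over 65% in size; many of its hits are not listed in these tables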
Target sequence (Q9BV86 whole entry, looked up): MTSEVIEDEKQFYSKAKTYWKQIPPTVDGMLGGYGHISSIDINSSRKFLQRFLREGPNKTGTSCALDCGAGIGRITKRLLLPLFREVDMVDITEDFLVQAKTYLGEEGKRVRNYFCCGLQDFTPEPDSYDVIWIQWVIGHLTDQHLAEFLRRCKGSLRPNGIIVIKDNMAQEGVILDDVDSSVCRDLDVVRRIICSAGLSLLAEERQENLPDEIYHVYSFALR
p53null 32C kill – kills p53 null cells at the permissive temperature; H1299-neo p53 null cells, ATP luminescence, 24 h, 32C; Potency, µM (doses to about 46.1 µM), without a hit: at the top dose activity change, negative = cytotoxicity, most hits filed as cytotoxic; 55,000 tested, 0.62% active; AID 903;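 note: potency is the fitted concentration of half-maximal effect; 0% = DMSO only and -100% = full killing by 100 µM tamoxifen; nearly all actives have a fitted effect of over 55% in size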
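Cytotoxicity: H1299-neo (no p53), 32C, 24 h treatment. Concentrations up to 46 uM. Readout cellular ATP, luminescence. Normalization to DMSO basal and tamoxifen 100 uM maximal kill.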
p53null 39C tox – selectivity test: cytotoxicity in p53 null cells, nonpermissive temperature; Potency, µM (doses to about 46.1 µM), for the others: at the top dose activity, negative = cell killing, hits mostly cytotoxic; AID 904; 55,000 tested, 0.97% active; H1299 p53-null (neo) cells, 39C, ATPlite viability, 24 h;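 note: potency is the fitted concentration of half-maximal effect; 0% = DMSO only and -100% = full killing by 100 µM tamoxifen; nearly all actives have a fitted effect of over 50% in size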
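Luminescent ATP signal reported cell survival after H1299 lines (neo, p53 null; or p53 A138V) received up to 46 uM compound and 24 hr incubation at 39C.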
* marks the source's active call; other numbers are inactive results. Calls come from the whole dose curve; as a rule, active = well fitted curve in the direction sought with a large enough effect; inconclusive = small, poorly fitted or top-dose-only effect, or another doubt; inactive = no such curve, though single readings can be large; an effect the other way counts as inactive or inconclusive. An excerpt; rates above refer to the full screens.

Screening O=C(Nc1cccc(F)c1)c1oc2ccccc2c1NC(=O)C12CC3CC(CC(C3)C1)C2 returned PTAP-TSG101 blk 0%, B2AR arrestin ag -1%, GALK inhibitor -4%, FH mod -15%, NTMT1 inhibitor -3%, p53null 32C kill -4% and p53null 39C tox 3%.
For CC(=O)Nc1ccc(-n2c(CCC(=O)O)ccc2-c2ccc(C)cc2)cc1 the results were PTAP-TSG101 blk -4%, B2AR arrestin ag -2%, GALK inhibitor -2%, FH mod -1%, NTMT1 inhibitor 9%, p53null 32C kill 3% and p53null 39C tox -3%.
`CCOC(=O)C1CCN(S(=O)(=O)c2cc(-c3cc(C)no3)ccc2OC)CC1` gave PTAP-TSG101 blk -1%, B2AR arrestin ag -1%, GALK inhibitor -1%, FH mod -14%, NTMT1 inhibitor 89µM*, p53null 32C kill -1% and p53null 39C tox -14%.
`CCn1ccc2cc(S(=O)(=O)N3CCC(C(=O)NCc4ccc(F)cc4)CC3)ccc21` gave PTAP-TSG101 blk 0%, B2AR arrestin ag 0%, GALK inhibitor -5%, FH mod -12%, NTMT1 inhibitor 15%, p53null 32C kill 20% and p53null 39C tox 3%.
For Cn1cc(S(=O)(=O)N2CCCCCC2)cc1C(=O)N1CCN(c2cccc(Cl)c2)CC1 the results were PTAP-TSG101 blk 2%, B2AR arrestin ag -1%, GALK inhibitor -2%, FH mod -25%, NTMT1 inhibitor -5%, p53null 32C kill 7% and p53null 39C tox 7%.
`Cc1ccc2nc(N(Cc3cccnc3)C(=O)CCc3ccccc3)sc2c1` gave PTAP-TSG101 blk -3%, B2AR arrestin ag -3%, GALK inhibitor -1%, FH mod -15%, NTMT1 inhibitor 14%, p53null 32C kill 8% and p53null 39C tox inconclusive.
CCC(C)(C)NC(=O)Cn1c(=O)ccc2cc(S(=O)(=O)N3CCC(C)CC3)ccc21 was read as PTAP-TSG101 blk 0%, B2AR arrestin ag 0%, GALK inhibitor 1%, FH mod -10%, NTMT1 inhibitor 1%, p53null 32C kill -3% and p53null 39C tox -6%.
Screening COc1ccc(-c2c3c(=O)n(C)c(=O)n(C)c3c3c(-c4ccccc4)nc4ccccc4n23)cc1 returned PTAP-TSG101 blk -1%, B2AR arrestin ag -2%, GALK inhibitor 3%, FH mod -2%, NTMT1 inhibitor 18%, p53null 32C kill -5% and p53null 39C tox 19%.
For Cc1ccc(N2CCN(S(=O)(=O)c3ccc4[nH]c5c(c4c3)CCCCC5)CC2)c(C)c1 the results were PTAP-TSG101 blk -1%, B2AR arrestin ag -1%, GALK inhibitor 1%, FH mod -20%, NTMT1 inhibitor inconclusive, p53null 32C kill 6% and p53null 39C tox 21%.
Screening COc1ccc(CCNCc2ccc3c(c2)n(C)c(=O)n3C)cc1OC returned PTAP-TSG101 blk -5%, B2AR arrestin ag -4%, GALK inhibitor 0%, FH mod -6%, NTMT1 inhibitor 2%, p53null 32C kill -5% and p53null 39C tox 19%.
Screening CCOc1ccc(NC(=O)CSc2ncc3c(n2)-c2ccc(Cl)cc2N(Cc2ccccc2)S3(=O)=O)cc1 returned PTAP-TSG101 blk 4%, B2AR arrestin ag 0%, GALK inhibitor 0%, FH mod 32%, NTMT1 inhibitor -4%, p53null 32C kill -4% and p53null 39C tox -23%.
CCNC(=O)c1ccc2nc(Cc3ccccc3)oc2c1 was read as PTAP-TSG101 blk -2%, B2AR arrestin ag 0%, GALK inhibitor -2%, FH mod -5%, NTMT1 inhibitor -2%, p53null 32C kill 2% and p53null 39C tox -18%.
For CCCC(=O)Nc1cc(C(=O)NCc2ccccc2)ccc1S(=O)(=O)c1ccc(Cl)cc1 the results were PTAP-TSG101 blk -2%, B2AR arrestin ag 0%, GALK inhibitor 4%, FH mod -14%, NTMT1 inhibitor inconclusive, p53null 32C kill 19% and p53null 39C tox 12%.
`CCS(=O)(=O)N1CCC2(CC1)OC(=O)C(C)=C2C(=O)NCc1ccc(OC)c(OC)c1` gave PTAP-TSG101 blk 0%, B2AR arrestin ag 0%, GALK inhibitor -1%, FH mod 2%, NTMT1 inhibitor 13%, p53null 32C kill -4% and p53null 39C tox -12%.
For CCOC(=O)c1[nH]c(C)c(CCC(=O)Nc2cccc(SC)c2)c1C the results were PTAP-TSG101 blk -4%, B2AR arrestin ag 0%, GALK inhibitor 0%, FH mod -3%, NTMT1 inhibitor -4%, p53null 32C kill 1% and p53null 39C tox 4%.
`O=C(CSCc1ccc(F)cc1)N1CCc2c([nH]c3ccccc23)C1c1ccc(F)cc1` (centres undefined) gave PTAP-TSG101 blk -6%, B2AR arrestin ag 0%, GALK inhibitor 1%, FH mod -19%, NTMT1 inhibitor 1%, p53null 32C kill 5% and p53null 39C tox 22%.
`Cc1ccc(OCC(=O)NCC2(N(C)C)CCCCC2)cc1C` gave PTAP-TSG101 blk -7%, B2AR arrestin ag -3%, GALK inhibitor 2%, FH mod 7%, NTMT1 inhibitor 12%, p53null 32C kill -4% and p53null 39C tox -27%.
Cc1ccc(NC(=O)N2CCC(CN3CCCCCC3)CC2)c(Cl)c1 was read as PTAP-TSG101 blk -3%, B2AR arrestin ag 0%, GALK inhibitor 1%, FH mod 1%, NTMT1 inhibitor inconclusive, p53null 32C kill -6% and p53null 39C tox -17%.
For COCCNC(=O)CCc1c(C)n(C)c2cc(-c3cc(OC)c(OC)c(OC)c3)nn2c1=O the results were PTAP-TSG101 blk -3%, B2AR arrestin ag 0%, GALK inhibitor 0%, FH mod 1%, NTMT1 inhibitor -1%, p53null 32C kill -2% and p53null 39C tox 18%.
For Cc1ccc(-n2ncc3c(NC4CCCCC4)ncnc32)cc1C the results were PTAP-TSG101 blk -2%, B2AR arrestin ag 0%, GALK inhibitor -2%, FH mod -5%, NTMT1 inhibitor 18%, p53null 32C kill -16% and p53null 39C tox -4%.
Screening Cc1ccc(C)c(N2CCN(C(=O)Cn3c(=O)c4cccn4c4ccc(F)cc43)CC2)c1 returned PTAP-TSG101 blk -1%, B2AR arrestin ag -1%, GALK inhibitor -11%, FH mod -8%, NTMT1 inhibitor 8%, p53null 32C kill 7% and p53null 39C tox inconclusive.
Screening CCOC(=O)c1c(C)oc2nc(C)nc(NCC3CCN(Cc4cc(C)ccc4C)CC3)c12 returned PTAP-TSG101 blk 0%, B2AR arrestin ag 0%, GALK inhibitor 2%, FH mod -9%, NTMT1 inhibitor -8%, p53null 32C kill 6% and p53null 39C tox 1%.
For Cc1c(CC(=O)NCCc2ccccc2)c(=O)oc2c(C)c3occ(C(C)(C)C)c3cc12 the results were PTAP-TSG101 blk -4%, B2AR arrestin ag -2%, GALK inhibitor 1%, FH mod -22%, NTMT1 inhibitor 10%, p53null 32C kill -11% and p53null 39C tox 4%.
`COc1ccc(CCNC(=O)C(=O)NCC(c2ccco2)S(=O)(=O)c2ccccc2)cc1OC` (centres undefined) gave PTAP-TSG101 blk 2%, B2AR arrestin ag -3%, GALK inhibitor -8%, FH mod -9%, NTMT1 inhibitor 10%, p53null 32C kill 0% and p53null 39C tox 20%.
`CCc1ccc(-n2c(=O)c3cccnc3n2CC(=O)Nc2cc(OC)ccc2OC)cc1` gave PTAP-TSG101 blk -1%, B2AR arrestin ag 1%, GALK inhibitor -2%, FH mod 3%, NTMT1 inhibitor 1%, p53null 32C kill -5% and p53null 39C tox -11%.
`CCOC(=O)CC(NC(=O)CCc1c(C)nc2c(c(C)nn2-c2ccc(C)c(C)c2)c1C)c1ccc(C)cc1` (centres undefined) gave PTAP-TSG101 blk -8%, B2AR arrestin ag 1%, GALK inhibitor -2%, FH mod -9%, NTMT1 inhibitor inconclusive, p53null 32C kill 5% and p53null 39C tox inconclusive.
For COc1ccccc1CNc1nc2ccc(Cl)cc2n2cnnc12 the results were PTAP-TSG101 blk -1%, B2AR arrestin ag -3%, GALK inhibitor 3%, FH mod -13%, NTMT1 inhibitor -3%, p53null 32C kill -1% and p53null 39C tox 1%.
Screening Cc1cccc(NC(=O)COc2ccc3oc4c(c3c2)CCCC4)c1 returned PTAP-TSG101 blk -3%, B2AR arrestin ag -1%, GALK inhibitor 0%, FH mod -9%, NTMT1 inhibitor 21%, p53null 32C kill 2% and p53null 39C tox 17%.
For COc1ccc(N(C(=O)c2ccc(Cl)cc2)S(=O)(=O)c2ccc(C)cc2)cc1 the results were PTAP-TSG101 blk 1%, B2AR arrestin ag 0%, GALK inhibitor -15%, FH mod -22%, NTMT1 inhibitor 6%, p53null 32C kill 28% and p53null 39C tox 3%.
Screening Cc1cc(C)c(Cn2c(=O)n(CCC(=O)NCc3ccc4c(c3)OCO4)c(=O)c3ccccc32)c(C)c1 returned PTAP-TSG101 blk 1%, B2AR arrestin ag 0%, GALK inhibitor 2%, FH mod 2%, NTMT1 inhibitor -23%, p53null 32C kill 7% and p53null 39C tox 16%.
`O=C(CSc1c2c(nc3ccc(Cl)cc13)CCCC2)N1CCCCC1` gave PTAP-TSG101 blk -10%, B2AR arrestin ag -2%, GALK inhibitor 9%, FH mod -31%, NTMT1 inhibitor inconclusive, p53null 32C kill -9% and p53null 39C tox 85%.
Screening COc1ccc(NC(=O)c2cc3cc(C)ccc3n2C)cc1 returned PTAP-TSG101 blk 2%, B2AR arrestin ag -5%, GALK inhibitor 1%, FH mod 4%, NTMT1 inhibitor 13%, p53null 32C kill -1% and p53null 39C tox -8%.
Cc1ccc(CNC(=O)c2ccc3c(c2)NC(=O)C(CS(=O)(=O)Cc2cccc(C)c2)N3)cc1 (centres undefined) was read as PTAP-TSG101 blk 13%, B2AR arrestin ag 2%, GALK inhibitor 2%, FH mod -9%, NTMT1 inhibitor 19%, p53null 32C kill -26% and p53null 39C tox inconclusive.
Screening COCCn1ccc2c(OCC(=O)NCc3ccc(F)cc3)cccc2c1=O returned PTAP-TSG101 blk -1%, B2AR arrestin ag 1%, GALK inhibitor -3%, FH mod -5%, NTMT1 inhibitor 1%, p53null 32C kill 7% and p53null 39C tox 13%.
Cc1ccc(OCc2nnc(SCC(=O)Nc3ccccc3C(C)C)o2)cc1 was read as PTAP-TSG101 blk -7%, B2AR arrestin ag 1%, GALK inhibitor 1%, FH mod 8%, NTMT1 inhibitor inconclusive, p53null 32C kill -11% and p53null 39C tox 12%.
Screening Cc1ccc(C)c(NC(=O)c2ccc3c(c2)CCN3S(=O)(=O)c2ccccc2)c1 returned PTAP-TSG101 blk -4%, B2AR arrestin ag -1%, GALK inhibitor inconclusive, FH mod -14%, NTMT1 inhibitor -8%, p53null 32C kill 3% and p53null 39C tox -2%.
